STAT3 inh = inhibitors of IL-6 induced STAT3 signaling | U3A cells, IL-6 STAT3-luciferase reporter, luminescence; host cell line lacks STAT1 | inhibition, % at 5.5 µM | 190,000 tested, 0.89% active;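 active = inhibition above the mean inhibition across all screened compounds plus 3 SD, cut at about 44% in these data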;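 note: 0% = DMSO only wells and 100% = 100 µM nifuroxazide control wells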
STAT1 inh = inhibitors of IFN-gamma induced STAT1 signaling. NIH 3T3 STAT1-luciferase reporter, luminescence. inhibition, % at 5.5 µM. 200,000 tested, 0.35% active;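 active = inhibition above a set limit, the mean inhibition across all tested compounds plus 3 SD, cut at about 34% in these data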;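 note: 0% = IFN-gamma with DMSO and 100% = IFN-gamma with 300 µM nifuroxazide; values of inactives mirror those of a sister screen read the other way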
HMGR II inh = E. faecalis class II HMG-CoA reductase inhibition. 190,000 tested, 0.41% active. AID 1066. purified E. faecalis HMGR, NADPH absorbance 340 nm kinetic. inhibition, % at 10 µM;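 active = inhibition above a set limit, the median over all tested compounds plus 3 SD, cut at about 9.5% in these data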;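 note: enzyme runs in reverse so mevalonate oxidation gives rising NADPH absorbance; 0% = complete reaction with DMSO and 100% = background rate lacking mevalonate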
Hsp70 activator = Hsp70 transcriptional activation, primary screen; activation, % at 10 µM; 200,000 tested, 0.04% active; AID 1203; HeLa Hsp70 promoter luciferase reporter, luminescence; scaled: vehicle 0, proteasome-inhibitor control 100%;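 active = activation above the mean across all tested compounds plus 3 SD, cutoff set per campaign, cut at about 5.5% in these data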;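 note: 100% = MG132 at 30 µM as the positive control and 0% = DMSO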
TLR4-MyD88 BLA = TLR4-MyD88 interaction inhibition in cells | O00206+Q99836 | HeLa CL3-4 TLR4/MyD88 BLA complementation, FRET ratio | inhibition, % at 8.4 µM | 200,000 tested, 0.18% active | AID 861; in the data active = inhibition above about 25%;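 note: 0% = vehicle and 100% = reference inhibitor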
Target sequence (O00206 whole entry, looked up): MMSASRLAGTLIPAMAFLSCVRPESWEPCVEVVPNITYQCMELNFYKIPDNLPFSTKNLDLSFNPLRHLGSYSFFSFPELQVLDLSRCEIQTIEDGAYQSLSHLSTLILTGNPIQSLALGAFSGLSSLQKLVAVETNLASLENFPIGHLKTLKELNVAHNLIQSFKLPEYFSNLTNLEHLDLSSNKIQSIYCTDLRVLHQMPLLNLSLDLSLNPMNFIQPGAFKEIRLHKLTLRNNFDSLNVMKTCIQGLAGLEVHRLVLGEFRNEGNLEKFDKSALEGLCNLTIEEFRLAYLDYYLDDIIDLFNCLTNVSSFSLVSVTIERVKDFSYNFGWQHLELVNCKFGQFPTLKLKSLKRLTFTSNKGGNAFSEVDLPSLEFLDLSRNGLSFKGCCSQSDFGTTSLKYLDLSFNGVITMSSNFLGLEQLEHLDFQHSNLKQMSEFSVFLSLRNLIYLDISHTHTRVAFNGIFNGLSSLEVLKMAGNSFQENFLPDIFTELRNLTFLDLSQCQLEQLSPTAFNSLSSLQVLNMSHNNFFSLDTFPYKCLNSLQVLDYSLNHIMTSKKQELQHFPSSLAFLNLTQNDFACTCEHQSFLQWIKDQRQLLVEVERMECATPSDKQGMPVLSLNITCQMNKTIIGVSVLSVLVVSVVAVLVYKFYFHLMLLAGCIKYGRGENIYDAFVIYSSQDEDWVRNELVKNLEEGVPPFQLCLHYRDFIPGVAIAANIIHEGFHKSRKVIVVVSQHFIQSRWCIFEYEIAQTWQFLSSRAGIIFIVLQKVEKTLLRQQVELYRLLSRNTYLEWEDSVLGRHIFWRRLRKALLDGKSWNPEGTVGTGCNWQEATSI
Target sequence (Q99836 whole entry, looked up): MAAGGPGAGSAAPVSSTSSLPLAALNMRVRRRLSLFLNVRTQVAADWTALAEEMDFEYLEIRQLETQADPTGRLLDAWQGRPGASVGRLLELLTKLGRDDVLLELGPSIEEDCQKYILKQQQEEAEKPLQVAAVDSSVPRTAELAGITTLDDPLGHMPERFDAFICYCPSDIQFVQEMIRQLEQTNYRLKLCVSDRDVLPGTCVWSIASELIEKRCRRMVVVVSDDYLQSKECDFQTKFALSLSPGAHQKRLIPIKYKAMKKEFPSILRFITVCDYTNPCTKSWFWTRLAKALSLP
NF-kB expr up = raises NF-kB expression in human neuronal cells; NF-kB reporter expression; hits give high values; fold change at 12.5 µM; 190,000 tested, 1.6% active; AID 1239; in the data active = fold change above about 3.3
STAT3 act = activators of IL-6 induced STAT3 signaling; AID 871; 190,000 tested, 0.91% active; U3A cells, IL-6 STAT3-luciferase reporter, luminescence; 100% = signal with IL-6 EC80 alone; activation (% of control), % at 5.6 µM;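 active = activation above the screen-wide mean of compound activation plus 3 SD, cut at about 130% in these data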;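 note: 0% = background luminescence of wells with medium and substrate only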
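Material: STAT1-lacking human U3A cells, STAT3 luciferase reporter | Benchmarks: IL-6-only wells as 100% reference | Probe or stimulus: IL-6 (33 ng/mL) | Timing: Compound 1 h, then IL-6 6 h at 37 °C | Detection: Luminescence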
Redox H2O2 prof = compounds producing H2O2 with reducing agent – biochemical, NIH compound library profiling, artefact control for MLSCN library redox annotation, primary screen; AID 878; 200,000 tested, 0.03% active; activation, % at 10 µM; DTT-dependent redox cycling H2O2, phenol red/HRP absorbance; 100% = 100 µM peroxide control, 0% = buffer;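 active = activation of at least 50% relative to the plate's high and low controls in the primary single-dose screen; inactive = activation below 50%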;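 note: compound incubated with DTT at 0.8 mM final as the reducing agent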
STAT1 activator = STAT1 signaling activation. NIH 3T3 STAT1-luciferase reporter, IFN-gamma, luminescence; 100% = IFN-gamma alone, no compound. activation (% of control), % at 5.5 µM. 200,000 tested, 2.6% active;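 active = activation above the screen-wide mean activation plus 3 SD, cut at about 130% in these data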;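 note: raw ratio to IFN-gamma control signal so 100% means no change and 0% no light; values of inactives mirror those of a sister screen read the other way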
APP 5'UTR act = activates APP 5'UTR luciferase reporter. SH-SY5Y APP 5'UTR luciferase reporter, luminescence; zero percent = DMSO vehicle wells. AID 1276. activation, % at 2 µM. 190,000 tested, 1% active;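 active = activation above a set limit, based on mean plus 3 SD of controls, cut at about 140% in these data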; note: values of inactives mirror those of a sister screen read the other way
Starred values were filed as active, the others as inactive; nt = no result given.

SMILES	STAT3 inh	STAT1 inh	HMGR II inh	Hsp70 activator	TLR4-MyD88 BLA	NF-kB expr up	STAT3 act	Redox H2O2 prof	STAT1 activator	APP 5'UTR act
Cc1ccsc1C(=O)Nc1cc(C(C)(C)C)nn1-c1ccccc1	1.7	2.0	-2.8	-0.5	-11.8	0.95	98.8	0.5	98.2	6.0
CCOC(=O)N1CCN(C(=O)COc2cccc3c2CCN(Cc2cccc(C)c2)C3=O)CC1	-8.0	1.8	-1.1	-0.3	7.0	1.01	105.4	0.3	98.3	13.4
Cc1cc2c(c(=O)o1)C1(C(=O)N(CC(=O)O)c3ccccc31)C(C#N)=C(N)O2 (configuration not stated)	3.2	1.3	-3.4	-0.2	-1.4	0.93	99.7	-0.4	98.8	7.4
COc1ccc(/C(N)=N/OC(=O)Cc2ccccc2)cc1	-6.0	-47.8	-2.2	-0.1	-0.3	0.98	105.1	0.1	141.9*	70.2
CC(=O)CC(C)=NCCN=C(C)CC(C)=O	7.3	7.4	-7.3	-0.6	0.9	1.36	98.7	-0.6	93.2	-0.6
COC(=O)[C@@H]1[C@@H](C#N)C2(c3ccccc3-c3ccccc32)N(c2ccc(Cl)cc2)N1C#N	5.0	1.8	-0.9	-0.3	8.6	1.87	98.9	0.9	98.3	4.2
CCn1c2ccccc2c2cc(NC(=O)C(C)C)ccc21	21.1	-6.9	2.1	-0.1	-7.4	0.95	85.1	2.1	106.3	-7.0
CC(=O)Nc1ccc(NC(=O)C(F)(F)F)cc1	4.7	-3.3	-0.7	-0.2	-1.4	0.98	99.6	2.3	103.0	-7.8
CC(=O)Nc1nc(CCC(C)C)cc2c1c(=O)oc1ccccc12	5.0	5.1	-0.1	0.3	10.9	1.16	98.9	2.2	95.3	12.9
COc1ccc(Cn2c(-c3ccco3)nc3oc4ccccc4c(=O)c3c2=O)cc1	-4.6	-9.5	-1.0	-0.2	-7.2	0.94	106.0	5.1	108.8	-0.4
CNC(=O)CSc1nnc(C2CC2)n1-c1ccccc1	0.6	-3.3	-6.4	0.5	-12.3	1.07	103.5	-0.2	101.7	9.4
C=CCOc1c(Br)cc(CNc2ccc3[nH]c(=O)[nH]c3c2)cc1OCC	5.9	12.8	-0.7	-0.3	-8.8	1.09	100.4	-0.2	86.5	-3.3
COc1ccc(-c2csc(N3CCOCC3)n2)cc1OC	10.1	-30.8	-6.8	0.1	-4.7	1.6	92.9	0.1	128.2	26.4
C=C(C)Cn1c(SCCN2CCOCC2)nc2c1c(=O)[nH]c(=O)n2C	-7.6	-1.2	-0.8	0.6	-4.0	0.99	107.1	0.0	101.1	9.8
CCc1ccc(Nc2nnc(SCn3nnc4ccccc4c3=O)s2)cc1	9.4	5.0	-3.4	-0.5	-3.0	1.11	97.7	0.1	95.4	-1.1
CCCCC1(C)OC(=O)C(=Cc2ccc(N(C)C)cc2)C(=O)O1 (configuration not stated)	-4.1	15.9	-8.2	-0.3	-3.5	1.11	103.5	2.4	85.5	-8.9
O=C(COC(=O)c1cccnc1Nc1cccc(C(F)(F)F)c1)NCCN1C(=O)CSC1=O	5.1	0.4	-2.3	-0.3	-0.8	0.59	102.3	2.3	99.6	-2.8
COCC(=O)Nc1ccc2c(c1)OCO2	0.6	-1.6	-8.2	0.0	-5.8	1.11	101.5	-0.1	99.9	1.0
Cc1c(C(=O)OCC(C)C)[nH]c2c1C(=O)CC(c1cccs1)C2 (configuration not stated)	18.6	-3.8	-0.9	0.4	3.0	1.86	85.9	-0.2	103.5	-59.0
Cc1ccc(N(CC(=O)NC(C)(C)C)C(=O)CNC(=O)c2cccs2)cc1C	-0.2	-6.4	-5.3	-0.3	-10.0	1.07	102.1	-0.6	104.1	3.4
CC12C=CC3(CN(Cc4ccccc4)C(=O)C3C1C(=O)NCc1ccco1)O2 (configuration not stated)	10.7	1.1	-5.5	-0.4	-2.8	0.92	95.4	0.6	99.0	6.5
FC(F)(F)c1cccc(NC(=S)NCc2ccccc2)c1	0.0	5.8	-3.4	-0.4	-9.4	0.82	106.5	-5.0	94.8	-2.8
COc1ccc2c(c1OC)C(=O)N(c1cccc(C)c1)C2=O	17.8	-39.5	-2.9	0.1	3.6	1.48	88.8	-0.6	136.2*	10.4
Cc1cccn2c(=O)c3cc(C(N)=S)c(=N)n(CCCOC(C)C)c3nc12	5.0	-7.6	-0.6	-0.2	0.6	0.69	97.9	2.7	106.9	-3.6
CCC(=O)N1CCn2c1nc1ccccc12	-5.4	5.0	-0.9	-0.3	-3.9	1.1	107.2	2.0	95.5	15.4
Cc1cn(C(=O)c2cccc(Br)c2)c(C)n1	-4.1	-4.0	-4.3	0.1	1.8	1.21	104.2	-0.1	103.6	5.8
COc1ccc(C2(C(=O)Nc3ccc(C)cc3)CCOCC2)cc1	14.1	-3.9	6.8	-0.4	-4.5	1.04	92.2	-0.2	101.5	-3.4
COc1cc(Nc2cc(C)nc3ncnn23)cc(OC)c1OC	1.9	-2.6	-0.2	-0.3	10.9	1.2	98.6	-1.6	103.4	8.2
CC(=O)NC(=S)Nc1cc(C(=O)O)ccc1Cl	-0.7	2.7	-0.2	-0.2	-10.5	1.56	103.5	-0.7	96.4	7.8
CN(C)Cc1cc(CN(C)C)c(O)c(CCc2ccccc2)n1	-6.5	3.3	-0.8	-0.1	0.0	1.05	102.7	0.1	96.9	-4.0
Cc1nn(Cc2ccc(Cl)cc2)c2sc(C(=O)OCC(N)=O)cc12	4.8	5.7	0.2	-0.2	3.7	0.85	96.0	0.0	95.5	-20.1
Cc1onc(-c2ccccc2)c1C(=O)n1cccn1	2.2	4.7	2.1	-0.4	6.5	1.11	99.0	-0.7	95.7	3.1
Cc1nn(-c2cc(N3CCOCC3)ccc2[N+](=O)[O-])c(=O)c2ccccc12	11.2	-3.2	-10.8	-0.6	4.9	1.04	95.0	0.3	102.9	0.8
C#CC[N+]1(CC#Cc2cccc(C)c2)CCCCC1	-3.4	2.7	-3.2	-0.2	-6.0	0.93	104.7	-0.8	97.0	-7.2
Cn1c(=O)c2c(nc(NCCO)n2C)n(C)c1=O	-1.7	0.4	-2.1	-0.2	-4.1	1.04	102.2	0.1	99.7	6.0
COc1nc(Nc2ccc(-c3nc4ccccc4o3)cc2)nc(N2CCOCC2)n1	-1.7	-7.8	nt	-0.1	2.5	nt	101.2	2.1	107.2	-8.1
CC(C)Nc1nc(-c2ccccn2)nc(-c2ccccc2)c1C#N	-4.6	3.1	-4.5	-0.3	2.7	1.15	104.8	-1.0	96.1	-17.0
Cc1cc(C)n(-c2cccc(F)n2)n1	-1.4	2.5	1.4	-0.1	8.8	1.17	104.1	0.2	96.6	22.9
Cc1cccc(C)c1NC(=O)CCS(=O)(=O)c1cccc2nsnc12	-5.2	7.1	-1.8	-0.2	3.0	0.82	104.3	0.5	85.6	0.5
FC(F)(F)c1cccc(OCCN2CCN(Cc3ccccc3)CC2)c1	4.3	6.7	3.0	-0.1	-11.3	1.03	98.3	-0.2	94.0	-11.7
Cn1c(=O)c(=O)n(C)c2cc(S(=O)(=O)N3CCc4ccccc43)ccc21	-28.8	5.8	-0.9	0.0	9.7	0.93	131.0	-0.5	94.7	11.2
COc1ccc(C(=O)Nc2ccc(NC(=O)c3ccco3)c(Cl)c2)cc1OC	32.3	-5.8	-5.2	-0.2	-1.3	1.03	75.1	0.7	105.3	-0.3
Cc1cc(CNC(=O)c2ccc(C)c([N+](=O)[O-])c2)c2ccccc2n1	38.6	22.8	1.1	0.1	4.6	0.94	71.8	-2.4	77.7	18.7
Nc1nonc1N/N=C/c1c(O)ccc2ccccc12	26.9	25.4	2.9	-0.3	-10.5	3.29	78.6	-0.3	75.2	-3.4
CCc1ccc(CC2(O)CC(C)N(C)CC2C)cc1 (configuration not stated)	-1.4	-1.5	1.9	-0.2	10.5	1.19	109.3	0.1	101.4	-5.8
CCn1c(SCc2nc3ccccc3s2)nnc1-c1ccccc1	-77.8	-17.5	2.4	-0.1	4.0	1.29	171.2*	0.0	116.2	32.9
CCOC(=O)c1ccc(NC(=S)Nc2cc(C)cc(C)n2)cc1	16.8	4.3	-5.1	-0.2	9.8	1.55	90.6	-1.0	94.2	15.1
Cc1ccccc1NC(=O)N1C2CCC1CC(O)(c1cccnc1)C2 (configuration not stated)	8.6	1.5	-2.1	0.0	-4.4	1.25	96.3	1.3	98.6	-4.4
Cc1c(C=O)c2ccccc2n1CC(=O)NCc1ccc2c(c1)OCO2	0.4	16.1	3.4	-0.4	0.2	0.68	101.0	-0.2	84.0	21.6
CCOc1cc(/C=C/C(=O)OCC(=O)NC2CCS(=O)(=O)C2)ccc1OCc1ccccc1 (configuration not stated)	0.7	-7.0	-2.2	-0.5	1.2	1.1	101.4	-0.1	104.9	-16.1
COc1ccc(-c2c(C(C)=O)c(C)n(C)c2C)cc1	10.2	-0.7	-1.8	-0.4	8.8	1.11	92.6	-0.4	100.2	7.7
O=C(Nc1cccc(CCc2ccccn2)c1)c1ccc(Cl)cc1	21.3	1.4	-0.7	-0.5	12.1	1.35	86.0	-0.5	96.1	-10.9
c1cc2c3c(cccc3c1)C(N1CCCCCC1)=N2	-1.0	4.0	-3.4	0.1	-4.8	1.29	101.0	0.3	96.3	2.5
COC(=O)Cc1cc(=O)n(-c2nc3ccccc3[nH]2)[nH]1	9.3	-3.4	-3.5	0.2	2.4	1.33	97.0	-0.8	103.1	14.6
Cc1ccc(CSc2ccc(-c3ccco3)nn2)cc1	5.6	-27.5	-0.4	-0.1	-6.0	3.3*	94.1	0.1	125.1	71.4
CCC1Oc2ccccc2N(CC(=O)NCCCN2CCOCC2)C1=O (configuration not stated)	5.5	7.0	nt	-0.4	10.8	nt	99.4	-1.2	93.6	3.1
O=C(O)CSCCCC(=O)Nc1ccc(Br)cc1	4.7	0.8	-0.5	0.1	5.2	1.15	100.6	1.6	99.2	9.7
O=C(N/N=C\c1ccc(Sc2ccccn2)o1)c1cccc(Br)c1	7.4	1.2	-7.5	0.0	2.6	0.91	100.3	-3.7	98.9	-3.6
Cc1nc(-c2cccc(NC(=O)c3cccs3)c2)cs1	14.9	-15.0	-2.4	-0.4	0.5	1.22	88.7	1.0	112.3	7.0
c1ccc(-c2noc(C34CC5CC(CC(C5)C3)C4)n2)nc1	-19.6	-34.6	-3.4	0.3	-2.3	2.34	118.7	12.4	131.9*	61.8

Complete entries as entered above.
COc1ccc2c(c1OC)C(=O)N(c1cccc(C)c1)C2=O is entered as STAT3 inh = 17.8; STAT1 inh = -39.5; HMGR II inh = -2.9; Hsp70 activator = 0.1; TLR4-MyD88 BLA = 3.6; NF-kB expr up = 1.48; STAT3 act = 88.8; Redox H2O2 prof = -0.6; STAT1 activator = 136.2*; APP 5'UTR act = 10.4
O=C(Nc1cccc(CCc2ccccn2)c1)c1ccc(Cl)cc1 is entered as STAT3 inh = 21.3; STAT1 inh = 1.4; HMGR II inh = -0.7; Hsp70 activator = -0.5; TLR4-MyD88 BLA = 12.1; NF-kB expr up = 1.35; STAT3 act = 86.0; Redox H2O2 prof = -0.5; STAT1 activator = 96.1; APP 5'UTR act = -10.9
